Source: PubChem BioAssay
aGlu spleen mod = qHTS Assay for Inhibitors and Activators of Human alpha-Glucosidase From Spleen Homogenate; Lysosomal alpha-glucosidase (Homo sapiens), P10253; human spleen homogenate, 4-MU-alpha-glucoside fluorescence; Potency, µM (top dose mostly 79.9 µM), without a hit: top-dose activity change, negative = inhibition, usual class: inhibitors; 0.006% of 240,000 active; AID 2112, 2009;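 further: 0% = enzyme with vehicle and -100% = no enzyme basal signal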
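Human spleen homogenate (1 ug) incubated with compounds and 1 mM 4-methylumbelliferyl-alpha-D-glucopyranoside in pH 5.0 citrate/phosphate buffer, 37 C, 40 min. Stopped at pH 10; 4-MU fluorescence (Ex 365/Em 440 nm); AC50 by Hill fit.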
KDM4E inh = qHTS Assay for Inhibitors of Human Jumonji Domain Containing 2E (JMJD2E); Potency, µM (doses to about 57.1 µM), for inactives: at the highest dose activity change, negative = inhibition, most hits filed as inhibitors; AID 2147, 2009; 1.6% of 230,000 active; JMJD2E catalytic domain, FDH-coupled NADH fluorescence (FDH is formaldehyde dehydrogenase); Lysine-specific demethylase 4E (Homo sapiens), B2RXH2; active means well fitted inhibition curve with a large enough effect, not every such curve was filed as active; inconclusive means small, poorly fitted or top-dose-only effect, or another doubt; inactive means no such curve, though single readings can be large or run the other way;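 further: 0% = wells with enzyme and -100% = buffer wells without enzyme; nearly all actives have a fitted effect of over 50% in size; many of its hits are not listed in these tables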
Target sequence (B2RXH2 1-337 limits assumed): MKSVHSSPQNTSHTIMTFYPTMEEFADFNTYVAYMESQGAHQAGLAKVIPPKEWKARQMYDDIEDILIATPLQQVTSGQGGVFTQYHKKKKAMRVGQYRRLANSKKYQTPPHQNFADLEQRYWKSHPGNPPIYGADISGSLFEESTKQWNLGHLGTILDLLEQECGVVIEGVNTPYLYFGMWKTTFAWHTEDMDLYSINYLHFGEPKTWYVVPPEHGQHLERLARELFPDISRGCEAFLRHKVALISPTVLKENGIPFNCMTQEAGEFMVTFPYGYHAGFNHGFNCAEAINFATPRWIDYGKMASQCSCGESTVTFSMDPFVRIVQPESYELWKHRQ
aGal spleen mod = qHTS Assay for Inhibitors and Activators of Human alpha-Galactosidase From Spleen Homogenate; Potency, µM (top dose mostly 80 µM), for the others: at the top dose activity change, negative = inhibition, hits mostly inhibitors; AID 2107, 2009; Alpha-galactosidase A (Homo sapiens), P06280; human spleen homogenate, 4MU-alpha-Gal fluorescence, 40 min; 0.008% of 240,000 active;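 further: 0% = enzyme with vehicle and -100% = no enzyme basal signal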
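Inhibition or activation of alpha-galactosidase in human spleen homogenate is scored by 4-MU fluorescence after 40 min at 37C, pH 5.0, with 1 mM substrate. AC50s come from concentration-response fitted to the Hill equation.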
SMN2 splice up = qHTS Assay for Enhancers of SMN2 Splice Variant Expression. HEK293 SMN2-luciferase splicing reporter, luminescence, 30-36 h. Potency, µM (titrated, usually from 46.1 µM), for the others: top-dose activity change, positive = activation, actives largely listed as activators. 2.8% of 210,000 active. AID 1458, 2008; further: % of control where 0% means no effect; nearly all actives have a fitted effect of over 55% in size
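HEK293 cells carry an SMN2 […]–luciferase reporter in which exon 7 inclusion puts luciferase in frame. Cells were plated 10-12 h before compound addition, then incubated 30-36 h at 37C. ONE-Glo luminescence was read; sodium butyrate at 4.5 mM final served as control.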
RGS12 GoLoco inh = qHTS Assay for Inhibitors of RGS12 GoLoco Motif Activity (Red Fluorophore); Gai1:RGS12 GoLoco peptide FP, rhodamine, 10 min; Potency, µM (series often up to 61.6 µM), for inactives: at the top dose activity, negative = inhibition, usual class: inhibitors; Guanine nucleotide-binding protein G(i) subunit alpha-1 (Homo sapiens), P63096; AID 880, 2007; 0.44% of 230,000 active; active means well fitted inhibition curve with a large enough effect, not every such curve was filed as active; inactive means no such curve, though single readings can be large or run the other way; further: on the % scale 0 is the no-effect control and ±100 the full control effect; nearly all actives have a fitted effect of over 30% in size; many of its hits are not listed in these tables
GAA inh = qHTS Assay for Inhibitors of Human alpha-Glucosidase as a Potential Chaperone Treatment of Pompe Disease | Potency, µM (titrated, usually from 76.9 µM), for inactives: at the top dose activity change, negative = inhibition, actives largely listed as inhibitors | 0.005% of 200,000 active | purified human GAA, 4-MU-alpha-glucoside fluorescence;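 further: plate controls were uninhibited enzyme wells for no effect and no-enzyme background for full effect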
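Endpoint fluorogenic read: 20 min room-temperature reaction of 4 nM human alpha-glucosidase with 400 uM 4-methylumbelliferyl-alpha-D-pyranoside, pH 5.0, quenched with 1M NaOH/1M glycine pH 10. AC50 from Hill modeling.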
GAA glycogen mod = qHTS Assay for Inhibitors and Activators of Human alpha-Glucosidase Cleavage of Glycogen; recombinant GAA, glycogen substrate, Amplex Red glucose oxidase fluorescence; Potency, µM (titrated, usually from 76.4 µM), for inactives: at the top dose activity change, negative = inhibition, hits mostly inhibitors; 0.38% of 300,000 active; AID 2100, 2009;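 further: 0% = full enzyme reaction and -100% = no-enzyme basal signal; the screen sought inhibitors and activators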
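Recombinant human enzyme (4 nM); glycogen substrate; 37 C, 40 min, pH 5.0. Readout: coupled glucose oxidase/Amplex Red fluorescence.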
ALDH1A1 block = qHTS Assay for Inhibitors of Aldehyde Dehydrogenase 1 (ALDH1A1). Aldehyde dehydrogenase 1A1 (Homo sapiens), P00352. Purified ALDH1A1, NADH fluorescence, propionaldehyde substrate. Potency, µM (doses to about 75.3 µM), without a hit: at the highest dose activity, negative = inhibition, hits mostly inhibitors. 7.3% of 220,000 active. AID 1030, 2008; active means well fitted inhibition curve with a large enough effect, not every such curve was filed as active; inconclusive means small, poorly fitted or top-dose-only effect, or another doubt; inactive means no such curve, though single readings can be large or run the other way;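 further: plate controls were no enzyme wells and a reference inhibitor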
Target sequence (P00352 whole entry, looked up): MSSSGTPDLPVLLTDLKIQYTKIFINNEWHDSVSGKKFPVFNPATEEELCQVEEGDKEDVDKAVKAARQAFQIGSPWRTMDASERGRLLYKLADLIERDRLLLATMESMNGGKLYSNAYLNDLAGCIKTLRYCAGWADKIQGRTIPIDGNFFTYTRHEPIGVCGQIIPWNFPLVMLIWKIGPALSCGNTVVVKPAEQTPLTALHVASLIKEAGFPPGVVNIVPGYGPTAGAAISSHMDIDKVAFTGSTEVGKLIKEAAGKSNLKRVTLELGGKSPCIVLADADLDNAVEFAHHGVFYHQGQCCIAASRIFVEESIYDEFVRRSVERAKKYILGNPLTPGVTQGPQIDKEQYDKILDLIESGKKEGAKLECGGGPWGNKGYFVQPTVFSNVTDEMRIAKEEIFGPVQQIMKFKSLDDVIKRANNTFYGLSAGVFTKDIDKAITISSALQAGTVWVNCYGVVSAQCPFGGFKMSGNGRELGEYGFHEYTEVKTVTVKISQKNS
The depositor's hits bear a star; ? = inconclusive; / = not tested or not shown; [ ] = another dose, or the depositor's remark. Unless noted, the call rests on the fitted dose curve; in most records, active means well fitted curve in the direction sought with a large enough effect; inconclusive means small, poorly fitted or top-dose-only effect, or another doubt; inactive means no such curve, though single readings can be large; an effect the other way counts as inactive or inconclusive. Potency means the concentration at half of the fitted maximal effect. These rows are one share of the data (hit frequency here may not be typical).

No.	aGlu spleen mod	KDM4E inh	aGal spleen mod	SMN2 splice up	Structure	RGS12 GoLoco inh	GAA inh	GAA glycogen mod	ALDH1A1 block
1	13.8%	-7.0%	10.2%	-0.2%	COc1ccccc1CNC(=O)CC(NS(=O)(=O)c1ccc(C)cc1)c1ccco1 (stereo unspecified)	-0.6%	-1.0%	-0.1%	-16.1%
2	4.3%	2.2%	4.9%	/	Cc1ccc(NCC(O)Cn2cnc3c2c(=O)n(C)c(=O)n3C)cc1 (stereo unspecified)	8.0%	6.6%	?	11.9%
3	-10.3%	-2.6%	3.0%	/	Cc1ccc(NC(=O)CNC(=O)OCc2ccccc2)cc1C	11.8%	9.1%	-9.4%	-7.9%
4	0.5%	2.1%	1.0%	0.8%	CC1CCN(c2c(NCC3CCC(C(=O)N4CCCC(C)C4)CC3)c(=O)c2=O)CC1 (stereo unspecified)	4.5%	-7.8%	10.6%	7.1%
5	9.6%	-3.2%	6.6%	?	COC(=O)[C@H]1[C@H](C(=O)OC)[C@@H](C(=O)OC)N(c2ccc(OC)cc2)[C@@H]1C(=O)OC	-4.4%	-1.7%	-5.7%	4.2%
6	2.1%	12.6µM*	5.9%	-13.2%	Cc1cc(C(=O)N/N=C/c2cccc([N+](=O)[O-])c2O)n[nH]1	-1.7%	7.6%	-5.8%	-7.5%
7	-2.7%	1.0%	2.8%	-44.5%[inhibitor]	Clc1ccc(OCCOCCOc2cccc3cccnc23)c(Br)c1	0.9%	-13.0%	-1.8%	?
8	-4.0%	2.3%	1.3%	/	CCn1c(SCC(=O)NNC(=O)Cc2ccccc2)nnc1-c1ccncc1	7.0%	-4.9%	-4.5%	3.4%
9	-9.4%	-2.2%	7.0%	13.7%	COc1cc(SC)ccc1C(=O)OCC(=O)NCC(C)C	8.2%	-0.2%	0.7%	-4.3%
10	3.6%	-19.8%	-8.1%	-18.1%	CCOC(=O)c1cccc(NC(=O)C2CCCN(S(=O)(=O)c3cnc[nH]3)C2)c1 (stereo unspecified)	-2.8%	-9.1%	5.7%	13.1%
11	-0.4%	-19.3%	-2.2%	-12.3%	COc1ccc(NC(=O)C2CCCN2S(=O)(=O)c2ccc3c(c2)CCC(=O)N3)cc1 (stereo unspecified)	-8.0%	-0.9%	10.7%	-10.1%
12	5.0%	-25.6%	-0.4%	-10.8%	COCc1cc(N2CCCCC2)nc(-c2ccccc2)n1	-0.4%	7.1%	-3.9%	-3.2%
13	-7.3%	0.7%	-3.4%	10.7%	CC(O)c1c(-c2ccccc2)nn(C)c1Cl (stereo unspecified)	-2.8%	3.9%	4.0%	2.8%
14	-0.5%	15.0%	-25.7%	-16.4%	CCOC(=O)N/N=C/c1ccc(C)o1	-1.4%	1.3%	1.1%	2.0%
15	-1.6%	5.0%	3.0%	-27.0%	Cc1ccc(S(=O)(=O)C2(C(=O)NCc3ccc4c(c3)OCO4)CC2)cc1	-0.5%	-2.7%	1.3%	-9.0%
16	8.1%	?	23.5%	1.2%	CCOC(=O)N1CCN(C(=O)c2cc3c(s2)-c2ccccc2OC3)CC1	6.2%	?	-6.9%	?
17	-9.3%	-9.1%	-2.6%	2.6%	COc1cc(OC)cc(C(=O)Nc2cccc(NC(C)=O)c2)c1	1.4%	-10.4%	1.2%	-1.3%
18	3.5%	-4.5%	9.2%	12.6µM*	c1ccc(Nc2nc(-c3ccncc3)cs2)nc1	5.5%	-9.5%	3.2%	-6.5%
19	-7.9%	?	-2.6%	-34.5%	COc1ccc(OC)c(NC(=O)c2nc(-c3ccccc3)oc2C)c1	3.0%	0.5%	7.9%	?
20	-1.6%	-2.1%	-7.0%	4.6%	CS(=O)(=O)N(CC(=O)Nc1ccccc1C(=O)N1CCCC1)c1ccc2c(c1)OCO2	-11.1%	4.2%	1.2%	-8.3%
21	-13.5%	?	-17.7%	2.5%	CCOc1ccc(CC(=O)C2C(=O)CC(C)(C)CC2=O)cc1OCC	0.2%	0.6%	-12.1%	7.94µM*
22	-1.4%	1.1%	9.1%	-6.3%	COC(=O)CCC(=O)N1CCc2cc(S(=O)(=O)N3CCc4ccccc43)ccc21	-0.9%	6.6%	-8.1%	-7.9%
23	2.0%	-10.0%	9.0%	/	Cc1nc(-c2ccccn2)nc(SCC(=O)c2ccc(F)cc2)c1Cl	1.2%	/	-5.3%	/
24	4.4%	-0.5%	3.5%	3.7%	Cc1ccc(N2CC(C(=O)Nc3nnc(SCC(=O)Nc4nc(C)cs4)s3)CC2=O)cc1 (stereo unspecified)	15.8%	3.8%	3.8%	-2.5%
25	-14.5%	-4.3%	?	-13.2%	CC(C)(C)n1nnnc1C(c1cccc(C#N)c1)N1CCC(Cc2ccccc2)CC1 (stereo unspecified)	28.4%	-9.8%	-1.6%	-1.9%
26	-12.3%	-13.2%	-6.9%	/	COc1ccc(CSc2ncnc3sccc23)cc1F	10.1%	-5.4%	-6.5%	-9.6%
27	-2.7%	7.5%	-5.2%	?	O=C1C(C=NCCCN2CCCC2=O)=C(O)c2ccccc21	6.3%	-7.6%	1.3%	-12.9%
28	-10.8%	5.5%	-4.6%	7.6%	CC(C)C(=O)Nc1cccc(C(=O)NCc2ccc(S(N)(=O)=O)cc2)c1	-0.1%	-14.7%	-3.4%	9.2%
29	-6.3%	-8.6%	-4.3%	-31.3%	O=C(NCc1ccco1)c1ccc2c(c1)N(Cc1ccccc1)C(=O)CS2	5.4%	3.1%	-3.9%	-0.1%
30	-4.2%	11.0%	-3.9%	19.5%	O=C(CNc1ccc(F)cc1)c1ccccc1	11.3%	7.6%	-3.3%	12.6µM*

Arranged by value in GAA inh (lowest first): some entries from above.
No. | mol | GAA inh
17 | COc1cc(OC)cc(C(=O)Nc2cccc(NC(C)=O)c2)c1 | -10.4%
27 | O=C1C(C=NCCCN2CCCC2=O)=C(O)c2ccccc21 | -7.6%
26 | COc1ccc(CSc2ncnc3sccc23)cc1F | -5.4%

(more compounds)
No.	aGlu spleen mod	KDM4E inh	aGal spleen mod	SMN2 splice up	Structure	RGS12 GoLoco inh	GAA inh	GAA glycogen mod	ALDH1A1 block
31	2.3%	-10.3%	1.4%	/	COC(=O)c1c(NC(=O)CCC(=O)O)sc(Cc2ccccc2)c1C	10.0%	/	7.8%	/
32	1.5%	-26.4%	13.3%	/	COc1ccccc1C(=O)NN1C(=O)/C(=C/c2cccn2C)SC1=S	-10.6%	/	-0.3%	/
33	/	-0.8%	2.1%	?	O=[N+]([O-])c1ccccc1/C=N/Nc1nc(N2CCCC2)nc(N2CCCC2)n1	9.6%	-4.2%	1.5%	4.4%
34	3.6%	-11.5%	2.2%	/	Cc1cc(C)cc(OCC(=O)Nc2ccc3c(c2)OCO3)c1	35.6%[activator]	8.3%	2.4%	?
35	2.5%	0.5%	-1.3%	15.3%	CC(C)c1c(O)c2c(n(-c3ccccc3)c1=O)CCCC2	-8.1%	-8.6%	2.5%	10.3%
36	-3.7%	3.9%	-11.7%	21.9%	Cc1ccc(C(=O)N/C(=C/c2ccco2)C(=O)NCCc2c[nH]c3ccccc23)cc1C	12.3%	0.7%	1.1%	?
37	-15.7%	4.5%	22.4%	12.5%	COc1cc2[nH]c(=S)n(CC3CCCO3)c(=O)c2cc1OC (stereo unspecified)	-0.6%	-0.4%	-1.4%	7.94µM*
38	-4.1%	-0.2%	0.8%	-5.9%	CC(=O)c1cccc(NC(=S)N2CCC(Cc3ccccc3)CC2)c1	14.8%	2.7%	-3.2%	-5.8%
39	-5.1%	4.0%	-0.2%	19.1%	Cc1ccccc1N(C)C(=O)c1coc(=O)c2ccccc12	6.2%	-6.3%	3.0%	?
40	-18.2%	7.5%	1.7%	17.0%	O=C(CSc1nnc(-c2ccc(S(=O)(=O)N3CCOCC3)cc2)o1)c1ccccc1F	7.1%	0.6%	2.4%	?
41	0.0%	1.5%	3.4%	-19.6%	COc1cccc(CC(=O)Nc2nc(-c3cc(OC)ccc3OC)cs2)c1	7.2%	-3.8%	-7.7%	3.0%
42	-0.4%	?	-3.5%	-16.9%	O=C(CSc1cccc2cccnc12)N/N=C/c1ccncc1	1.9%	5.8%	0.9%	-6.0%
43	6.9%	4.5%	6.4%	-13.4%	CCCCCCCCNc1nc(Cl)nc(NCc2ccco2)n1	22.7%	6.7%	3.8%	8.2%
44	4.1%	1.2%	8.3%	-2.6%	Cc1nn(Cc2ccccc2Cl)c(C)c1N	4.8%	7.2%	?	-3.7%
45	0.0%	?	1.6%	-14.7%	CN1CCN(c2ccc(C(=O)c3cn(-c4ccc(F)c(Cl)c4)nn3)cc2)CC1	3.0%	-3.5%	-7.9%	?
46	1.9%	4.3%	5.4%	18.0%	Cc1ccc(-n2ncc3c(=O)[nH]c(SCC(=O)N4CCCC4)nc32)cc1C	8.8%	-5.7%	-0.4%	-1.1%
47	-5.1%	-9.8%	6.7%	6.4%	COc1ccccc1N1CCN(C(=O)c2ccc3[nH]c4c(c3c2)CC(C)CC4)CC1 (stereo unspecified)	5.4%	1.1%	-5.0%	0.8%
48	-8.5%	-3.8%	-1.4%	?	Cc1nn(-c2ccccc2)c(C)c1/C=N/NC(=O)c1cc(C(C)(C)C)[nH]n1	13.6%	-5.8%	-5.0%	?
49	-1.5%[119 µM]	/	-11.6%[119 µM]	/	CCOC(=O)C1=C(C)c2ccccc2OC1C(=O)OCC (stereo unspecified)	7.3%[88.7 µM]	/	/	-3.4%
50	10.7%	10.5%	4.5%	/	CC(C)(C)OC(=O)N1CCC[C@H]1C(=O)N/N=C/c1ccc2nccnc2c1	11.1%	-4.2%	2.5%	11.7%
51	-0.3%	31.6%[activator]	-2.1%	/	CC1CCCN(S(=O)(=O)c2ccc3c(c2)n(C)c(=O)c(=O)n3C)C1 (stereo unspecified)	1.9%	/	5.7%	/
